Source: PubChem BioAssay
UPR CHOP act = activators of apoptotic arm of unfolded protein response (CHOP) | CHO-CHOP luciferase reporter, UPR activation, luminescence; percent of tunicamycin response over DMSO baseline | activation, % at 10 µM | hit rate 0.34% among 330,000 | AID 449763;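 active = at 10 µM dose, activation of 40% or more, normalized to positive control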;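 also: 100% = tunicamycin at 10 µg/mL and 0% = DMSO alone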
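assay system = CHO CHOP reporter cells | amount = 500 CHO-CHOP cells per well | buffer or medium = F12 with 10% FBS | incubation = 16-18 h cell attachment, then 6 h compound exposure, 37 °C | detection = luminescence read with Steady-Glo | read-out = percent activation relative to tunicamycin control | controls = tunicamycin high control, DMSO low control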
APJ antagonist = APJ receptor antagonism; hit rate 0.32% among 330,000; P35414; CHO-K1 APJ beta-arrestin complementation, luminescence; inhibition, % at 20 µM; AID 2521;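 active = inhibition above about 40% at 20 µM, limit read from the data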;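 also: cells challenged with 10 nM apelin-13 agonist together with compound; plate controls were apelin-13 plus DMSO wells for no effect and DMSO wells lacking apelin-13 for full effect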
Target sequence (P35414 whole entry, looked up): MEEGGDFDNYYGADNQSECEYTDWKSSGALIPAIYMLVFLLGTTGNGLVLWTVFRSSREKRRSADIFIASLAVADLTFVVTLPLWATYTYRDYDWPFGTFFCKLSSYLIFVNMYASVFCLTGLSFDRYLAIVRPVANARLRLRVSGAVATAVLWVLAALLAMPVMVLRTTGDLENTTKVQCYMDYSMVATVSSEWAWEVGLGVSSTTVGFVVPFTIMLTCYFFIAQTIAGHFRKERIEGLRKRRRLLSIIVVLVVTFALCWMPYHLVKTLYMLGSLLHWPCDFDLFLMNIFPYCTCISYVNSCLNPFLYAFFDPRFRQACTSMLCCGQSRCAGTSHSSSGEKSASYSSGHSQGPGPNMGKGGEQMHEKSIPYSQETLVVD
tim23-1 inh = tim23-1 yeast growth inhibition | hit rate 1.3% among 330,000 | AID 463212 | S. cerevisiae tim23-1 growth, BacTiter-Glo luminescence, 24 h | inhibition, % at 20 µM;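 active = growth inhibition of the mutant yeast at or above 50%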;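 also: temperature-sensitive mutant grown at 25 °C; plate controls were DMSO-treated mutant yeast for no effect and medium wells lacking yeast for full effect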
Mdm2 MdmX PPI = human Mdm2/MdmX binding inhibition | inhibition, % at 8 µM | AID 485346 | SaOS-2 split-luciferase Mdm2/MdmX complementation, luminescence | hit rate 3% among 330,000;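 active = inhibition of at least 50% at 8 µM in the primary screen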
TIM10 inh = growth inhibitors of TIM10 yeast strain; inhibition, % at 10 µM; hit rate 1.4% among 330,000; S. cerevisiae TIM10 strain growth, BacTiter-Glo luminescence, 24 h; AID 463195;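 active = inhibition of 40% or more at the single tested concentration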;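 also: wild-type TIM10 isogenic control strain grown at permissive 25 °C; 0% = DMSO yeast wells and 100% = minimal medium wells without yeast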
CXCR6 inh = blocks human CXCR6 beta-arrestin recruitment | CHO-K1 PathHunter CXCR6 beta-arrestin, luminescence | inhibition, % at 20 µM | hit rate 0.36% among 360,000; in the data active = inhibition above about 34%, passing the limit was not always enough;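 also: antagonist mode with CXCL16 agonist at 10 nM final; 0% = 10 nM CXCL16 with DMSO and 100% = unstimulated wells without agonist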
Target sequence (O00574 whole entry, looked up): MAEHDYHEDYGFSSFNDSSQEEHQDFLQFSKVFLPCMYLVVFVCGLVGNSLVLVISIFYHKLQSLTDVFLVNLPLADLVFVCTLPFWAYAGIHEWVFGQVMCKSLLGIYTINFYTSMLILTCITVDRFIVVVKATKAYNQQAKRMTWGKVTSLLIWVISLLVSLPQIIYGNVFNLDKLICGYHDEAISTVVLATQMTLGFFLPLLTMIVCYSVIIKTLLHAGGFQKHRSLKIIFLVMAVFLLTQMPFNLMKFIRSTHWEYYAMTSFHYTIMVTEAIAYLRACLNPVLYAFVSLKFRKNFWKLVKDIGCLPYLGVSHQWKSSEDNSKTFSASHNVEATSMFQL
APJ agonist = agonists of human APJ apelin receptor | AID 2520 | P35414 | activation, % at 20 µM | hit rate 0.11% among 330,000 | CHO-K1 APJ PathHunter beta-arrestin, luminescence; 0% DMSO wells, 100% apelin;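 active = activation more than six SD over the plate average, tested at 20 µM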;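 also: 0% = DMSO alone and 100% = apelin-13 at 10 nM; some results filed as inactive read as strong as hits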
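Assay system – PathHunter CHO-K1 APJ (AGTRL-1) beta-arrestin reporter cells · Compound – one dose, 20 µM compound, 1% DMSO · Timing – compound 90 min 25 °C, reagent 1 h · Measured by – luminescence from split beta-galactosidase complementation, Galacton Star/Emerald II substrate · Measure – beta-arrestin recruitment to APJ as agonist activity, luminescent signal · Benchmarks – DMSO vs Apelin-13 10 nM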
tim10-1 inh = tim10-1 yeast growth inhibition; S. cerevisiae tim10-1 ts strain growth, BacTiter-Glo, 24 h; inhibition, % at 20 µM; hit rate 2.2% among 330,000; AID 463190;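 active = inhibition of at least 40%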;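 also: mutant grown at 25 °C; 0% = DMSO wells with yeast and 100% = wells holding no yeast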
UPR XBP1 act = adaptive UPR (XBP1) activation; activation, % at 20 µM; CHO-XBP1 luciferase reporter, IRE1-XBP1 UPR activation, luminescence; percent of tunicamycin response, DMSO as zero; hit rate 0.33% among 330,000;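 active = versus positive control, 20 µM dose yields 30% or more activation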;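 also: 100% = tunicamycin at 10 µg/mL and 0% = DMSO only wells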
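Test system: CHO-XBP1 luciferase reporter cells | Buffer or medium: Serum-containing F12 medium, 10% FBS | Schedule: 6 h compound exposure at 37 °C, 5% CO2 | Detection: Steady-Glo luciferase glow luminescence, 10 min after reagent addition | Read-out basis: Activation, % of tunicamycin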
* hit, by the source's call; / = no result given.

Values run as follows: UPR CHOP act	APJ antagonist	tim23-1 inh	Mdm2 MdmX PPI	TIM10 inh	CXCR6 inh	APJ agonist	tim10-1 inh	UPR XBP1 act
COc1ccccc1C1CC(c2cccs2)=Nc2ccccc2S1 (stereo unspecified)
→ 1.7	17.9	31.5	-30.3	17.1	6.6	-7.6	20.2	2.7
CCCC(=O)NC(=S)Nc1ccc(CN2CCOCC2)cc1
→ 1.0	-21.7	-2.9	9.5	-4.9	2.1	-3.2	-19.6	1.2
CC1CCCN(c2ccc3nc4ccccc4c(=O)n3n2)C1 (stereo unspecified)
→ -5.4	-5.2	12.0	-7.9	10.9	-11.1	-3.5	-2.4	-11.3
O=C(Cc1ccccc1)NCC(=O)N1CCN(c2ccccc2)CC1
→ -0.5	-3.4	8.6	15.0	-1.1	-0.3	-3.8	1.9	-1.5
COC(=O)c1cncc(C)c1
→ -0.1	-12.0	-5.2	18.8	-12.8	-5.8	-3.1	8.3	-5.6
CC(C)COCC(O)CC(Cc1ccccc1)C(=O)NN (stereo unspecified)
→ 2.8	1.6	1.6	0.4	-11.5	7.4	2.3	12.0	-2.5
O=S(=O)(Nc1ccc(N2CCOCC2)cc1)c1ccc2ccccc2c1
→ 1.4	-4.9	34.5	0.6	-13.5	-4.4	0.5	22.9	-2.3
CN1CCN(C(=S)NC(=O)/C=C/c2cccc3ccccc23)CC1
→ -0.7	17.8	18.6	-2.3	18.5	-5.0	-3.3	51.1*	-3.2
CC(C)(C)C(=O)Nc1ccccc1C(=O)NCCC(=O)Nc1ccccc1
→ -0.5	5.1	-0.8	2.3	-0.8	1.3	0.6	-19.2	-3.8
CCCCCCCSc1nc(N)cc(=O)[nH]1
→ -0.5	1.1	15.8	9.4	12.7	7.5	-1.2	25.8	-3.2
CCOc1ccccc1N(CC(=O)NC1CCCCC1)C(=O)c1nsc(Cl)c1Cl
→ 0.1	14.0	39.9	23.0	39.7	2.1	-4.2	26.5	-1.6
O=C(CSc1nnc([C@@H]2CCCN2)o1)c1ccc(Cl)cc1
→ -2.1	14.2	12.8	-9.1	-2.3	-3.0	-1.3	8.4	0.4
CCCn1c(SCC(=O)NNC(=O)c2ccc(OC)cc2)nnc1C(C)C
→ -1.4	-4.1	-6.8	5.0	9.1	2.0	-2.1	-36.3	-5.6
CCOC(=O)c1c(C)[nH]c(C)c1C(=O)COC(=O)c1cccc(S(=O)(=O)NC)c1
→ 0.1	14.5	6.1	15.2	-12.6	-4.6	-4.8	17.4	-1.9
CC(=O)Nc1ccc(NC(=O)[C@@H]2CCCC[C@@H]2C(=O)O)cc1
→ -2.0	-8.0	12.2	3.6	0.3	-3.1	-1.7	-9.0	-0.4
CCn1cc(CN(C)S(=O)(=O)c2ccc3ccccc3c2)c(C)n1
→ -1.4	8.7	34.4	26.8	9.8	5.8	-1.3	13.6	-0.8
COc1ccc(CCNC(=O)C2CCN(S(=O)(=O)c3ccc(F)cc3)CC2)cc1
→ -0.3	-0.5	8.9	15.7	6.1	-2.8	-0.6	9.7	-3.8
Cc1ccc(NC(=O)C2CC(=O)n3ncnc3N2)cc1 (stereo unspecified)
→ -0.2	6.7	11.9	-9.9	-22.2	7.6	-1.5	5.2	-3.2
COc1ccc(CN2CCNC(=O)C2CC(=O)NCCc2nc(C)c3c(n2)CCC3)cc1C (stereo unspecified)
→ 3.6	-3.4	0.8	7.3	10.9	-0.8	1.1	18.4	-3.9
Cc1cccc(NC(=O)c2cccc(NC(=O)c3ccccc3)c2)n1
→ 4.0	-1.8	47.1	24.2	18.2	-3.6	-2.8	0.1	-2.5
CCOc1ccc(C2C(C#N)=C(C)NC3=C2C(=O)c2ccccc23)cc1 (stereo unspecified)
→ 1.0	9.7	9.8	23.7	5.5	6.2	-4.5	14.4	-3.7
O=C(CSc1nnnn1C1CCCC1)N1CCOCC1
→ -0.9	-14.0	2.0	13.0	-10.3	5.1	-1.8	-10.0	5.9
COc1ccc(OC(=O)c2ccc3nsnc3c2)cc1
→ 1.9	15.7	3.3	-0.3	7.8	4.1	-4.2	4.9	-2.6
CCc1ccc(S(=O)(=O)NCCOc2cccc3cccnc23)cc1
→ 2.1	-6.2	43.6	28.2	12.6	-15.3	4.4	29.7	-0.7
COc1cc(-c2noc(C3CCCN(S(=O)(=O)c4cccc(Cl)c4)C3)n2)cc(OC)c1OC (stereo unspecified)
→ -0.5	0.1	12.3	28.1	26.9	-0.5	-4.4	24.7	0.5
O=C(NCCOc1ccccc1)c1cc(S(=O)(=O)N2CCOCC2)ccc1F
→ -0.1	-4.3	0.8	12.5	6.6	2.0	5.2	-3.5	-2.1
CCN=C1S/C(=C\c2cn(CC(=O)NCc3ccco3)c3ccccc23)C(=O)N1CC
→ -0.3	-8.3	-3.3	32.8	5.7	-3.6	-0.2	3.5	115.7*
Cc1ccc2c(c1)N1C(=O)c3ccccc3C1C1=C(CC(C)(C)CC1=O)N2 (stereo unspecified)
→ -1.0	-4.2	-7.9	-1.8	11.7	1.3	6.3	-2.4	-1.9
CCOC(=O)C1C(c2ccccc2O)NC(=O)NC1(O)C(F)(F)F (stereo unspecified)
→ -0.6	21.1	-6.8	22.8	6.9	-1.1	-0.7	-5.5	-0.3
CCN1C(=O)[C@H]2[C@@H](c3ccc(-c4ccc(C(C)=O)cc4)cc3)N[C@@](Cc3ccccc3)(C(=O)OC)[C@H]2C1=O
→ 2.9	-36.4	20.2	30.7	22.7	-2.4	-0.7	9.6	0.4
CSc1ccc(-c2sc(Nc3ccccc3)n[n+]2-c2ccccc2)cc1
→ -1.4	-27.5	13.1	4.0	13.7	7.6	-3.6	24.1	0.3
O=C(CSc1ccc([N+](=O)[O-])cn1)Nc1ccc(N2CCOCC2)cc1
→ -1.9	-17.1	-18.1	-16.9	-27.1	-6.6	-4.6	-6.5	-1.6
Cc1c(/C=N/NC(=O)c2ccc3c(c2)OCO3)cnn1C
→ 1.1	18.3	-0.2	3.9	6.3	-5.4	0.2	-7.3	0.7
COc1ccc(C(=O)Nc2ccnn2C2CCN(C3CCC3)CC2)cc1
→ 0.8	2.3	13.4	-10.8	-5.0	8.9	-1.2	-4.7	-4.7
O=C(O)c1cccc(C(=O)Cc2ccccc2)c1
→ -0.9	20.1	9.5	11.3	5.5	2.4	-2.3	4.1	-3.9
CC1CCCN(C(=S)Nc2ccc(F)cc2)C1 (stereo unspecified)
→ 2.4	5.3	-4.2	26.7	-1.5	0.3	-3.1	12.0	-3.2
O=C(NCc1ccccn1)C(=O)Nc1cc2c3c(c1)CC(=O)N3CCC2
→ -1.2	9.9	4.6	0.5	13.0	-0.8	2.3	-9.1	-2.3
Cc1cc(C(=O)COC(=O)c2ccc[nH]c2=O)c(C)n1CCc1ccc(F)cc1
→ -1.3	-0.4	9.8	16.3	7.9	-5.7	0.4	16.2	-0.2
CN(CC(=O)Nc1ccc(Cl)cc1)C(=O)c1ccc(NS(=O)(=O)c2ccc3[nH]c(=O)[nH]c3c2)cc1
→ 1.7	10.7	4.9	33.7	9.8	-1.2	8.1	10.7	-4.9
CCCCCc1ccc(S(=O)(=O)Nc2cc(C)ccn2)cc1
→ -0.7	8.4	3.9	21.4	-0.1	-4.9	-3.3	-8.6	-1.7
O=C1NC(Cc2ccccc2)c2nc3ccc(Br)cc3c(=O)n2-c2cc(Cl)ccc21 (stereo unspecified)
→ 1.5	0.1	26.2	27.7	5.8	/	-2.4	18.5	3.2
CCNC(=O)NC(=O)CSc1ccc(S(=O)(=O)N2CCCCC2)cn1
→ -0.4	12.3	8.6	12.9	13.0	5.2	-2.4	9.6	3.5
COc1cc(CC(=O)NCC(C)(C)N2CCOCC2)cc(OC)c1OC
→ 1.2	7.8	12.0	11.2	-11.9	1.2	2.7	-2.2	-6.6
CC(C)Oc1ccc(/C(O)=C2/C(=O)C(=O)N(CCCn3ccnc3)C2c2cccnc2)cc1 (stereo unspecified)
→ -0.1	6.4	25.0	-23.2	11.6	-3.4	0.0	9.2	-3.3
COCCCNC(=O)c1ccccc1SC
→ -2.6	7.6	8.7	-12.2	6.4	-4.0	1.4	8.4	-1.8
COc1ccc(NC(=S)NC2CCS(=O)(=O)C2)cc1 (stereo unspecified)
→ 1.9	9.9	11.1	-17.8	-1.1	5.7	0.8	7.3	1.3
O=C(COC(=O)c1cccnc1Cl)c1ccccc1
→ 3.4	4.6	8.3	-5.0	-3.7	-3.1	-1.2	-0.8	2.6
COc1cc([N+](=O)[O-])ccc1NC(=O)NN1CCN(C)CC1
→ -0.8	5.0	-11.2	31.3	-13.3	1.1	-2.4	-27.5	-3.3
COc1cc(-c2nc(CN3CCCN(C(=O)c4ccco4)CC3)c(C)o2)ccc1F
→ -3.0	7.6	13.9	6.6	7.8	0.5	-3.3	14.1	-1.7
Cn1c(=O)[nH]c(=O)c2c1nc(NCCCn1ccnc1)n2Cc1ccc(F)cc1
→ 0.0	-6.8	2.6	9.6	-6.1	3.7	-4.8	6.8	-2.1

3 entries out of the list above, arranged by the number in APJ agonist, largest number first.
structure,APJ antagonist,Mdm2 MdmX PPI,CXCR6 inh,APJ agonist,UPR XBP1 act
COc1cc(CC(=O)NCC(C)(C)N2CCOCC2)cc(OC)c1OC,7.8,11.2,1.2,2.7,-6.6
COCCCNC(=O)c1ccccc1SC,7.6,-12.2,-4.0,1.4,-1.8
COc1cc([N+](=O)[O-])ccc1NC(=O)NN1CCN(C)CC1,5.0,31.3,1.1,-2.4,-3.3

(cont.)
Values run as follows: UPR CHOP act	APJ antagonist	tim23-1 inh	Mdm2 MdmX PPI	TIM10 inh	CXCR6 inh	APJ agonist	tim10-1 inh	UPR XBP1 act
CCCNC(=O)c1ccccc1NC(=O)CSCc1ccc(OC)cc1
→ -0.2	12.2	-8.1	-6.9	12.5	3.9	-3.3	9.9	0.4
CCOC(=O)/C=C1\SCC(=O)N1CC(=O)NC(C)C
→ 0.6	3.3	5.1	-13.2	-0.5	6.7	-0.9	8.9	-1.4
C=C(C)C(=O)Nc1cccc(C2=NOC3(C2)C[C@H](C(N)=O)N(C(=O)c2ccccc2)C3)c1 (stereo partly specified)
→ 1.4	6.4	-3.0	16.8	-8.2	-0.1	1.3	-3.9	1.8
CCC1CCCCN1CCCNC(=O)c1cn(CC(C)C)c(=O)c2cc(OC)c(OC)cc12 (stereo unspecified)
→ -0.7	18.9	6.6	5.0	6.9	3.2	-0.1	-3.0	-1.9
COc1ccc(-c2nc3ccccn3c2C=O)cc1
→ 3.4	8.2	6.6	-68.3	0.2	-5.9	0.0	-13.2	-1.0
COc1ccc(S(=O)(=O)N(CC(=O)NCC2CCCO2)c2ccccc2)cc1OC (stereo unspecified)
→ -1.0	1.2	14.4	19.0	7.4	-4.0	1.6	22.8	-0.1
CCCCS(=O)(=O)N1CCCC(C(=O)Nc2ccc(Cl)cn2)C1 (stereo unspecified)
→ -0.4	-9.2	20.3	1.4	-3.1	14.9	-4.8	15.6	-4.0
Cc1ccccc1C(=O)NCCCn1ccnc1
→ 1.4	9.0	-11.2	6.3	-2.1	8.0	-1.1	1.3	0.2

The list is partial (hit frequency here may not be typical).
